ALOX12 inh – inhibitors of human 12S-lipoxygenase ALOX12. purified 12hLO, xylenol orange hydroperoxide absorbance. AID 1671190. P18054. Potency, µM (doses to about 108 µM), for inactives: at the highest dose activity change, negative = inhibition, usual class: inhibitors. hit rate 1.1% among 580,000; active = well fitted inhibition curve with a large enough effect; inconclusive = small, poorly fitted or top-dose-only effect, or another doubt; inactive = no such curve, though single readings can be large or run the other way; note: potency is the fitted concentration of half-maximal effect
Target sequence (P18054 whole entry, looked up): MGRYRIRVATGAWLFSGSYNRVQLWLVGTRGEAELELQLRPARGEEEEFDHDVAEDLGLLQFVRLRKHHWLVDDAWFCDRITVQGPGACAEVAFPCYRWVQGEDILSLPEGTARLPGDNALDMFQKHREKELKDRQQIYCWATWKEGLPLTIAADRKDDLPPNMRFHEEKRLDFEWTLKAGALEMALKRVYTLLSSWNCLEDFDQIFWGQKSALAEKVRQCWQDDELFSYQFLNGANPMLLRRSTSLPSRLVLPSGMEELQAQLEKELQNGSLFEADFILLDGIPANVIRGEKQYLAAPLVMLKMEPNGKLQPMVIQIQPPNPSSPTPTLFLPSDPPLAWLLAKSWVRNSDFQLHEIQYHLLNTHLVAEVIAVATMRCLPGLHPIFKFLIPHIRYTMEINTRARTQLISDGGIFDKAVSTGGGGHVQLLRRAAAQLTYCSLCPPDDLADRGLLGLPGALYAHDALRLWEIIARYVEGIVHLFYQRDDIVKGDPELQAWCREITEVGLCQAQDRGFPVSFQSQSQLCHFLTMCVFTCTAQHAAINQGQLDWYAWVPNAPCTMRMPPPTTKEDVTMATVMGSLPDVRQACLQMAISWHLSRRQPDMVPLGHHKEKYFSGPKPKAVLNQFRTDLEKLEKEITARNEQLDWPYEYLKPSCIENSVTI
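Purified human 12hLO (150 nM final) in 25 mM Hepes, 0.01% Triton X-100, pH 7.0 was preincubated 15 min at room temperature with compound. Then 40 uM arachidonic acid was added, 30 min. Hydroperoxide was read by Fe-XO absorbance ratio 573/405 nm.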
LDHA block – LDHA (human) enzyme inhibition. activity change, % (values are at about 110 or 230 µM). P00338. AID 1347041. purified LDHA, NADH/diaphorase-resazurin fluorescence; active compounds read low. hit rate 0.15% among 480,000; in the data active = activity change below about -30%; inconclusive = mostly about -25% to -30%;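 note: plate controls were DMSO wells for no effect and wells without enzyme for full effect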
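Human LDH5 (2 nM) was incubated with 0.06 mM NADH and 0.2 mM pyruvate for 5 min at room temperature in Tris pH 7.4. Remaining NADH was coupled through diaphorase/resazurin, and resorufin fluorescence was read at 0 and 20 min.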
Starred values were filed as active, the others as inactive; ? = inconclusive; [ ] = dose if it differs, or a comment. Unless noted, % is set by controls: 0 for no effect and ±100 for the full control effect.

ALOX12 inh	LDHA block	SMILES
-28.5%	1.2	NC(=O)C(Oc1ccc(F)cc1Cl)c1ccccc1 (stereo unspecified)
8.1%	5.8	CC1(c2ccc3c(c2)OCCO3)NC(=O)N(CC(=O)c2c[nH]c3ccccc23)C1=O (stereo unspecified)
-5.7%	15.0	CCCn1c(=O)[nH]c(=O)c2cc(C(=O)Nc3ccc(C)c4ncccc34)cnc21
58.8%[activator]	1.8	COc1cc2ncn(CCC(=O)N3CCSCC3)c(=O)c2cc1OC
?	2.8	N#Cc1nc(Cc2ccccc2)oc1NCc1ccc(Cl)cc1
-20.6%	2.3	COc1ccccc1Nc1nc(-c2c[nH]c(C(=O)N3CCCC3)c2)cs1
12.7%	4.6	COc1ccc2cnn(CC(=O)N3CCN(c4ccccc4F)CC3)c(=O)c2c1OC
?	7.7	CC1(C)CC(=O)C2=C(C1)OC(N)=C(C#N)C2c1cccc2ccccc12 (stereo unspecified)
-6.8%	-3.9	CCn1c(COc2cc(C)cc(C)c2)nnc1SCC(=O)NC1CCCC1
32.6%[activator]	0.4	Cc1cccc(NC(=O)c2n[nH]c(=O)c3ccccc23)c1
-5.9%	?	COc1cc(C(=O)Oc2ccc(C(C)=O)cc2)ccc1C
?	-10.2	Cc1nn(-c2ccc3nnc(C)n3n2)c2c1C(c1ccc(OCC(C)C)cc1)CC(=O)N2 (stereo unspecified)
3.9%	-6.7	O=C(NCCc1ccccc1)Nc1nnc([C@H]2C[C@H](O)[C@@H](CO)O2)s1
-5.9%	-7.0	Cc1cccc(C)c1NC(=O)Nc1nnc([C@@H]2C[C@H](O)[C@@H](CO)O2)s1
?	9.1	Cc1ccc(-c2c(NC(=O)c3ccco3)oc3ccc(Cl)cc3c2=O)cc1

A different layout for part of the listing above:
SMILES	ALOX12 inh	LDHA block
Cc1cccc(NC(=O)c2n[nH]c(=O)c3ccccc23)c1	32.6%[activator]	0.4
COc1cc(C(=O)Oc2ccc(C(C)=O)cc2)ccc1C	-5.9%	?
Cc1nn(-c2ccc3nnc(C)n3n2)c2c1C(c1ccc(OCC(C)C)cc1)CC(=O)N2 (stereo unspecified)	?	-10.2
O=C(NCCc1ccccc1)Nc1nnc([C@H]2C[C@H](O)[C@@H](CO)O2)s1	3.9%	-6.7
Cc1cccc(C)c1NC(=O)Nc1nnc([C@@H]2C[C@H](O)[C@@H](CO)O2)s1	-5.9%	-7.0
Cc1ccc(-c2c(NC(=O)c3ccco3)oc3ccc(Cl)cc3c2=O)cc1	?	9.1

Next structures follow.
ALOX12 inh	LDHA block	SMILES
-27.8%	3.7	O=C(O)CSc1ccc(F)cc1
?	1.5	CCCc1nc2ccc(Cl)cn2c1Cc1ccccc1OC
6.2%	9.3	CC(=O)c1ccc(NC(=O)CSCc2ccc(Cl)cc2Cl)cc1
-38.3%	-5.1	C(=C\c1ccccc1)/CN1CCN(C(c2cccc3ccccc23)c2nnnn2-c2ccc3c(c2)OCCO3)CC1 (stereo unspecified)
?	-10.0	COCCN(Cc1ccc(C)cc1)C(=O)[C@H]1O[C@@H](n2cnc3c(N)ncnc32)[C@H](O)[C@@H]1O
?	4.3	O=C(O)C1CCCN(C(=O)c2ccc(C(F)(F)F)cc2)C1 (stereo unspecified)
46.6%	4.5	Cc1cc(C)c(/C=C/C(=O)Nc2sccc2C#N)cc1C
0.5%	-1.4	O=C(O)/C=C/c1ccsc1
?	3.9	CC(C)CNc1nc2ccccc2nc1NS(=O)(=O)c1ccccc1
?	-13.7	CCN(CC)c1ccc(C(=O)NNC(=S)NCCOC)cc1
?	-0.8	Oc1ccc(CSc2nc3ccccc3s2)c2cccnc12
0.0%	2.5	COC(=O)[C@]12CCCCC=C1N(CCC1=CCCCC1)C(=O)[C@H](CC(=O)NCc1ccccc1)C2
0.5%	-4.8	CCc1ccc([C@@H]2CC(=O)[C@@H]3CN(S(=O)(=O)c4ccc(Cl)cc4)[C@H](c4ccc(C)cc4)C[C@@H]3N2S(=O)(=O)c2ccc(C)cc2)cc1
0.6%	5.9	CCc1ccccc1N(C(C)=O)c1nc(COc2ccc(Cl)cc2C(N)=O)cs1
13.7%	-1.1	CN(C)C(=O)C(OC(=O)c1cc(-c2cccs2)nc2ccccc12)c1ccccc1 (stereo unspecified)
-10.3%	-2.2	CC(c1ccc(F)cc1)N(C)C(=O)c1ccc(S(=O)(=O)N(C)C)cc1 (stereo unspecified)
?	6.4	N#CC1=C(N)OC2=C(C(=O)CC(c3ccccc3)C2)C1Cc1ccccc1 (stereo unspecified)
-2.6%	0.4	Nc1nc2ccccc2n1S(=O)(=O)c1ccc([N+](=O)[O-])cc1
4.2%	8.0	Nc1nc(NCc2ccccc2)sc1C(=O)c1ccc(F)cc1
35.1%	11.7	COc1ccc(OC)c(S(=O)(=O)N2CCN(Cc3ccc(C(F)(F)F)cc3)CC2)c1
-1.6%	0.9	Cc1ccc(-c2noc(-c3cccnc3NC(C)c3ccc(C)cc3)n2)cc1 (stereo unspecified)
30.1%[activator]	11.7	CCOC(=O)C(NC(=O)/C=C/c1ccc(OC(C)C)c(OC)c1)C(=O)OCC
2.3%	-1.8	COc1cccc(CNC(=O)c2cc(C3CC3)nc3onc(C)c23)c1
?	-7.1	COc1cccc(-c2nc(SCc3cc(=O)n4c(C)csc4n3)n[nH]2)c1
1.2%	-3.9	Cc1cccc(C)c1NC(=O)C1(C)CSCC(=O)N1CCc1c[nH]c2ccccc12 (stereo unspecified)
13.2%	1.9	O=C(CSc1ncnc2ccccc12)Nc1ccc(F)cc1
?	-1.8	O=C1CCc2cc(S(=O)(=O)N(Cc3ccccc3)c3ccccc3)cc3c2N1CCC3
-44.2%	2.8	Cc1ccc(NC(=O)C(C)Sc2nc3cc(S(=O)(=O)N4CCCCC4)ccc3o2)cc1 (stereo unspecified)
-10.2%	-6.6	CCOC(=O)C1(C)CCN1C(=O)c1ccc(SC(F)(F)F)cc1 (stereo unspecified)
-2.6%	7.4	COc1cc(NS(=O)(=O)c2cccc(Cl)c2C)cc2sc(NC(=O)c3ccccc3)nc12
?	2.3	Clc1ccc(NN=C2c3ccccc3-c3ccccc32)cc1
29.6%	7.4	CCCCOc1ccc2c(C)c(CC)c(=O)oc2c1
-12.4%	-9.9	Cn1nc(CC(=O)Nc2ccc(Cl)cc2)c2ccccc2c1=O
-0.8%	-6.6	CCNc1c(NC(=O)c2cc(OC)c(OC)c(OC)c2)c(=O)oc2ccccc12
6.9%	10.9	CC(Oc1ccc2ccc(=O)oc2c1)C(=O)NCCc1ccc(S(N)(=O)=O)cc1 (stereo unspecified)
-18.0%	-1.2	CC1CCCCN1CCCNc1nc(-c2ccncc2)nc2ccccc12 (stereo unspecified)
-3.4%	4.9	CC1(C)CC(NC(=O)CCNC(=O)c2ccc(C(C)(C)C)cc2)CC(C)(C)N1
5.0%	11.8	Cc1ccc(SC(=O)COc2ccccc2Cl)cc1
-154.6%	-7.4	O=C(Nc1ccc2c(c1)OCCO2)C(c1ccnc2ccccc12)N1CCN(c2ccc(F)cc2)CC1 (stereo unspecified)
-3.3%	-1.6	Cc1nc(C(F)(F)F)ccc1C(=O)N1CCC1(C)C(=O)NS(=O)(=O)c1ccc2ccccc2c1 (stereo unspecified)
9.4%	-0.1	CCCc1cc(=O)oc2c(C)c(OCC(=O)NCc3ccncc3)ccc12
5.1%	6.5	CCCCn1c(N)c(N(C)C(=O)C2=NN(c3cccc(C)c3)C(=O)CC2)c(=O)[nH]c1=O
8.6%	1.8	CC1C/C(=N/NC(=O)c2ccccc2)CC(C)(C)C1 (stereo unspecified)
-12.8%	6.9	O=C(NC1CCN(Cc2ccccc2)C1)c1ccccc1-c1ncc(-c2ccccc2)o1 (stereo unspecified)
-27.6%	1.0	Nc1c(Cl)cc(NC(=O)CCc2ncc(-c3ccc(Cl)cc3)o2)cc1Cl
4.8%	1.3	Nn1c(SCC(=O)Nc2cccc(C(F)(F)F)c2)nnc1-c1cc(-c2ccc(Cl)cc2)n[nH]1
-34.5%	-1.2	O=C(CSc1nc(-c2ccc(Cl)cc2)cs1)N1CCCc2ccccc21
-42.9%	-10.9	Cc1c(C(=O)N2CCC(C)CC2)c(S(=O)(=O)NCCc2ccc(Cl)cc2)c(C)n1C
-25.2%	4.3	Cc1ccc(-n2ncc3c(Nc4ccccc4)ncnc32)cc1
-16.6%	4.6	N#Cc1ncn(CCC(=O)Nc2ccc(F)c(F)c2)n1
?	3.3	COC(=O)C1=CN(c2ccc(F)cc2)C(N)=C(C#N)C1c1cccc(F)c1 (stereo unspecified)
-12.3%	-5.1	CC(NC(=O)CSc1nc2cc(Cl)ccc2s1)C1CC2CCC1C2 (stereo unspecified)
-10.7%	-0.7	Cc1cc(C)cc(OCCC(=O)N(CC#N)C2CC2)c1
?	-24.9	CCc1ccc(N2CCC(CN)C2)cc1 (stereo unspecified)
?	-2.7	O=c1[nH]c(=S)[nH]c2c1C(c1ccc(Cl)c(Cl)c1)OC(CCc1ccccc1)C2 (stereo unspecified)
?	-4.1	COc1cc(/C=C2\NC(=O)NC2=O)c(Br)cc1OCC(=O)O
-1.6%	-1.0	CCCCc1ccc(S(=O)(=O)NC(=O)C2(C)CCN2C(=O)C/C=C/c2ccccc2)cc1 (stereo unspecified)
5.7%	6.8	COc1ccc2c(C)c(CC(=O)NCCCN3CCOCC3)c(=O)oc2c1
-27.5%	-14.0	CCOC(=O)N1CCN(C(C(=O)O)c2c[nH]c3cc(Cl)ccc23)CC1 (stereo unspecified)
?	4.6	COC(=O)c1c(NC(=O)c2c(-c3ccccc3Cl)noc2C)sc2c1CCCC2

The list goes on.
ALOX12 inh	LDHA block	SMILES
-19.5%	2.1	CONC(=O)c1ccc(C#N)cc1
-0.7%	-0.2	Cc1ccc(Sc2ccc(NC(=O)c3cc(C)ccc3C)cc2)c(C)c1
11.6%	0.6	CCOCCOC(=O)COc1ccc2c(=O)c(Oc3ccccc3Br)coc2c1
27.6%	-0.2	O=C(Nc1ccc(SCc2cccnc2)cc1)C1CC2CCC(C1)C21SCCS1 (stereo unspecified)
34.9%[activator]	-1.2	CCOc1ccc2c(c1)cc(C(=O)NCc1ccc(C)cc1)n2C
12.3%	-0.8	CS(=O)(=O)c1ccc(Nc2nc(C(N)COCc3ccccc3)cs2)cc1 (stereo unspecified)
1.4%	7.8	COc1ccc(-n2c(SCC(=O)Nc3ccc(C(N)=O)cc3)nc3ccccc3c2=O)cc1
6.2%	-14.7	Cc1nc(CC#N)n[nH]1
?	-0.1	COc1ccc(CNC(=S)NCC(C)N2CCCCC2C)cc1 (stereo unspecified)
?	-7.1	CC(=O)NC(=S)NNC(=O)c1ccc(-c2ccccc2)cc1
-7.4%	-0.2	CCOC(=O)C1(C)CCCN1C(=O)c1ccc(N(C)C)cc1 (stereo unspecified)
-0.2%	-2.4	Cc1cc(=O)oc2cc(OCC(=O)OCC(=O)Nc3ccc(C(F)(F)F)cc3)ccc12
-92.0%	10.4	Cc1ccc2nc(-c3ccc(N/C(N)=N/c4nc(C)cc(C)n4)cc3)sc2c1
-25.9%	-6.5	O=C(O)C1CC(=O)N(c2ccc(S(=O)(=O)Nc3cc(F)cc(F)c3)cc2)C1 (stereo unspecified)
58.6%[activator]	3.5	Cn1nc(CC(=O)NCc2ccccc2CN2CCCCC2)c2ccccc2c1=O
?	11.2	S=C(Cc1nc(-c2ccccc2)cs1)N1CCOCC1
-3.5%	0.9	Cc1ccc(NC(=O)C2CCCC2)cc1
-14.5%	3.0	CCN(CCNC(=O)CS(=O)(=O)Cc1nc(-c2ccc(C)cc2)oc1C)c1ccccc1
?	9.5	COc1cc(C(=O)OCC(=O)c2ccc(F)cc2F)cc(Cl)c1O
-3.2%	19.7	N#CCC(=O)Nc1ccc(C(=O)OCc2ccc(Br)cc2F)cc1
?	6.9	CCOC(=O)c1cc2cc(Oc3ccccc3)ccc2[nH]1
?	0.7	O=C(NC(C1CC1)C1CC1)c1cccc(Cl)c1
2.1%	0.8	CCc1ccc(Cc2cnc(NC(=O)C3=Cc4ccccc4OC3)s2)cc1
2.5%	8.1	Nc1nccnc1C(=O)NCc1ccc(Cn2cnc3ccccc32)cc1
1.0%	-2.3	Cn1nc(C(C)(C)C)cc1C(=O)N1CCCCC1c1cc(C(=O)N2CCOCC2)no1 (stereo unspecified)
-7.1%	4.4	Cc1ccc(Cl)cc1NC(=O)COC(=O)c1ccc(C)c(S(=O)(=O)N2CCCCC2)c1
-19.1%	3.2	CCCNc1c(NC(=O)Nc2ccccc2)c(=O)oc2ccccc12
1.6%	7.5	CCCCc1c(C)c2ccc3oc(/C(=N/O)c4ccc(C)cc4)c(C)c3c2oc1=O
?	8.3	Clc1ccc(C=Nc2ccc(Nc3ccccc3)cc2)c(Cl)c1

Full records from above. Order of screens: ALOX12 inh	LDHA block
COc1cc(C(=O)OCC(=O)c2ccc(F)cc2F)cc(Cl)c1O across the screens: ?	9.5
Nc1nccnc1C(=O)NCc1ccc(Cn2cnc3ccccc32)cc1 across the screens: 2.5%	8.1
CCCNc1c(NC(=O)Nc2ccccc2)c(=O)oc2ccccc12 across the screens: -19.1%	3.2
CCc1ccc(Cc2cnc(NC(=O)C3=Cc4ccccc4OC3)s2)cc1 across the screens: 2.1%	0.8
N#CCC(=O)Nc1ccc(C(=O)OCc2ccc(Br)cc2F)cc1 across the screens: -3.2%	19.7

Not all compounds are listed (hit frequency here may not be typical).
